# TNAP Pi inh = human TNAP inhibition, phosphate detection; 21,000 tested, under 10 active; AID 614; purified TNAP, pNPP, malachite green phosphate absorbance; inhibition, % at 20 µM; P05186
# Target sequence (P05186 whole entry, looked up): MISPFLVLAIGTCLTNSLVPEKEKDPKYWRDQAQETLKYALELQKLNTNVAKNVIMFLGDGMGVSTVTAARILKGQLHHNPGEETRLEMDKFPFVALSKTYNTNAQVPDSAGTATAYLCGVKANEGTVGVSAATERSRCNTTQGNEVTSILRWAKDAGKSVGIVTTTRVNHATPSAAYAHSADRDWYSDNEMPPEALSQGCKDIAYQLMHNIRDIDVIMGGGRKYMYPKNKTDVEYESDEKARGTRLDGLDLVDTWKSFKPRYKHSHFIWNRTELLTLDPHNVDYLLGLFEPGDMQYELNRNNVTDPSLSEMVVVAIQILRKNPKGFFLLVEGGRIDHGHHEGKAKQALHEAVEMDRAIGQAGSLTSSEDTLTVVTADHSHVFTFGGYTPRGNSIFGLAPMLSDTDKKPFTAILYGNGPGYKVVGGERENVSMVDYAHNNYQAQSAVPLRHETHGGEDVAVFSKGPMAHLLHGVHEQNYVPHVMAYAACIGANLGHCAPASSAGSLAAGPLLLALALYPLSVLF
# TNAP pNPP inh = blocks human TNAP p-nitrophenol release; purified TNAP, pNPP hydrolysis, absorbance 405 nm; P05186; inhibition, % at 20 µM; 21,000 tested, under 10 active;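 also: 0% = DMSO only wells and 100% = 1 mM levamisole wells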
# Starred values were filed as active, the others as inactive.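 The calls were made as follows: active = inhibition above 50% at the 20 µM single-dose screen; inactive = the rest.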 Not all compounds are listed, so the mix of outcomes need not match the whole.
item	Compound	TNAP Pi inh	TNAP pNPP inh
1	COc1ccc(S(=O)(=O)N2CCN(c3ncnc4c(-c5ccccc5)nsc34)CC2)cc1	9	3
2	CCOC(=O)c1cccc(NC(=O)c2cccs2)c1	7	4
3	CCCCc1nc2n[nH]c(N)c2c2c1CCCC2	12	6
4	CCOc1ccc(S(=O)(=O)Nc2ccccc2C(=O)NCc2ccco2)cc1	17	3
5	CCOC(=O)C1=C(c2ccccc2)Nc2ncnn2C1c1cccc(OC)c1OC (stereo not given)	0	0
6	CCOC(=O)C1=C(C)OC(N)=C(C#N)C1c1cc2ccccc2nc1N1CCCCC1 (stereo not given)	7	6
7	CCN(CC)S(=O)(=O)c1ccc(-c2nnc(SCC(=O)Nc3nc(C)cs3)o2)cc1	0	-2
8	Cc1cc(C(=O)OCC(=O)c2c(N)n(C)c(=O)n(C)c2=O)c(C)o1	3	2
9	CN1CCN(Cc2c(C#N)c3ccccc3n2C)CC1	1	0
10	CC(C)OCCCN1C(=O)c2[nH]nc(-c3ccccc3O)c2C1c1cccc(Cl)c1 (stereo not given)	4	0
11	Cn1c2ccccc2c2nn(-c3ccccc3)c(=O)cc21	-7	-4
12	COc1ccc(CCN(C)CCCC(C#N)(c2cc(OC)c(OC)c(OC)c2)C(C)C)cc1OC (stereo not given)	8	-3
13	CCn1nc(NS(=O)(=O)c2ccccc2)c2cc3cccc(C)c3nc21	18	6
14	Cc1nc2sc(C#N)c(N)c2c2c1CCCC2	-18	4
15	O=C1c2oc3ccc(Br)cc3c(=O)c2C(c2cccc(F)c2)N1CCO (stereo not given)	10	11
16	CC(=O)Nc1ccc(S(=O)(=O)NCCSCc2ccco2)cc1	-6	-11
17	O=C(CCN1C(=O)c2ccccc2C1=O)Nc1ccncc1	8	4
18	Cc1nonc1NC(=O)CSc1nnc(-c2ccoc2C)n1C	8	1
19	COc1ccc(N=C2SC(C(=O)O)CC(=O)N2Cc2ccc(OC)c(OC)c2)cc1 (stereo not given)	-13	2
20	Cc1ccc(-n2sc3ccccc3c2=O)cc1S(=O)(=O)N1CCCCC1	-6	3
21	CCOC(=O)c1c(NC(=O)CSc2nnnn2C)sc(C)c1C	6	1
22	Cc1noc(C)c1C(=O)N1CCC(Cc2ccccc2)CC1	6	4
23	Cc1nc(N2CCN(c3ccccc3)CC2)nc2c1C(=O)CC(c1ccccc1)C2 (stereo not given)	11	2
24	O=C(O)CCCCCN1C(=O)CCC1=O	6	3
25	O=C(NCCN1CCOCC1)c1c(F)c(F)c(F)c(F)c1F	7	-1
26	CCOc1ccc(C(=O)N2CCc3cc(OC)c(OC)cc3C2)cc1OCC	15	10
27	CCCCn1c2nc3ccccc3nc2c2c(=O)n(CC(C)C)cnc21	0	0
28	O=C(Cc1ccc(Cl)cc1)Nc1cccc(-c2nnc(-c3ccco3)o2)c1	9	7
29	Cc1nnc(C)n1/N=C/c1cccn1C	0	0
30	Cc1oc(-c2ccccc2)cc1C(=O)Nc1cccc(C(=O)O)c1	1	0
31	COCCn1nnnc1C(c1cccc(OC)c1OC)N1CCN(C2CCCCC2)CC1 (stereo not given)	6	8
32	CCSc1nnc(N)s1	11	7
33	COc1ccc(OCc2nnc(SC3CCOC3=O)n2-c2ccccc2)cc1 (stereo not given)	0	0
34	C=CCN(CC(=O)NCc1ccccc1)C(=O)c1csnn1	6	4
35	CCOC(=O)c1cc2c(ccn2C)n1CC(=O)N1CCN(c2ccccc2)CC1	9	6
36	CC(=O)OCCN(Cc1ccccc1)Cc1ccc2c(c1)OCO2	-4	-9
37	CCOc1ccccc1Oc1cn[nH]c1-c1ccc(OC)cc1O	0	4
38	Cc1occc1-c1nnc(SCC(=O)NCCc2ccccc2)n1Cc1ccccc1	12	8
39	O=C1Cn2c(nc3ccccc32)-c2ccccc2N1	12	4
40	COc1ccc(N(C)S(=O)(=O)c2cccc(C(=O)Nc3ccc(-n4cnnn4)cc3)c2)cc1	-1	8
41	C/C(Cl)=C\CNC(C)c1ccccc1 (stereo not given)	0	0
42	O=C(CSc1nnnn1-c1ccccc1)N1CCN(C(=O)c2ccco2)CC1	0	0
43	O=C(COC(=O)c1ccccn1)Nc1nccs1	8	3
44	O=C(Nc1nc2n(n1)C(c1ccccc1)CC(c1ccc(Cl)cc1)N2)c1ccco1 (stereo not given)	2	-16
45	CCCC1(c2ccccc2)NC(=O)N(CC(=O)c2[nH]c(C)c(C(=O)OCC)c2C)C1=O (stereo not given)	-3	-5
46	CCCCOc1ccc(-c2nc(-c3cccnc3)no2)cc1	14	6
47	Cc1cc(=O)[nH]c(SCC(=O)Nc2cccc(C(F)(F)F)c2)n1	2	-1
48	Cc1ccc(S(=O)(=O)NC(=O)NCc2ccccn2)cc1	3	2
49	O=C1CCCC2=C1C(c1ccccc1O)C1=C(CCCC1=O)O2	15	6
50	O=C(NCc1ccccc1)NC1(C(=O)N2CCN(c3ccccc3)CC2)CCCCC1	4	-5
51	O=C(CSc1ncn(-c2ccccc2)n1)Nc1ccc(Br)cn1	4	8
52	CCn1c(SCC(=O)Nc2nc(C)c(C(=O)OC)s2)nnc1C(C)C	13	6
53	CCOC(=O)c1c(-c2ccc(C)o2)csc1NC(=O)CSc1nnnn1-c1ccccc1	8	0
54	CCOC(=O)N1CCN(C(=O)CN(c2cccc(C)c2)S(=O)(=O)c2ccc(C)cc2)CC1	7	3
55	O=C(O)Cc1ccc(NC(=O)c2cccs2)cc1	4	0
56	CN(Cc1nc(-c2ccccn2)no1)S(=O)(=O)c1ccc(Cl)cc1	7	0
57	CNc1nc(C)c(C#N)cc1C(C)=O	0	0
58	COc1cc2c(cc1OC)-c1cc(NC3CC3)nc(=O)n1CC2	12	3
59	CCCn1nnnc1NC(=O)CSc1ccc(Cl)cc1	-10	1
60	COC(=O)CCCc1nc2ccccc2s1	6	6

# (cont.)
item	Compound	TNAP Pi inh	TNAP pNPP inh
61	COc1ccc(C(C)=O)cc1CSc1nc2ccccc2o1	9	0
62	O=C(O)c1cccc(COc2ccccc2Cl)c1	18	5
63	CC(C(=O)OCC(=O)Nc1ccc2c(c1)OCO2)N1C(=O)c2ccccc2C1=O (stereo not given)	5	5
64	c1ccc(CCc2nn3c(-c4ccncc4)nnc3s2)cc1	0	0
65	C=CCn1c(-c2cccs2)nc2ccccc21	0	-4
66	COc1ccc(-c2csc(/C(C#N)=C(\O)CSc3nccn3C)n2)cc1OC	0	0
67	COc1nc(NC(C)(C)C)nc(Oc2ccc(=O)n(-c3ccccc3)n2)n1	6	1
68	COc1cc(C(C(=O)NC(C)(C)C)N(Cc2ccccc2)C(=O)c2cnccn2)cc(OC)c1OC (stereo not given)	10	5
69	CN1C(=O)NC(c2ccccc2)C2=C1CN(Cc1ccccc1)C2=O (stereo not given)	4	-1
70	COc1cc(-c2nn3c(-c4ccco4)nnc3s2)cc(OC)c1OC	-13	-15
71	Cn1c(=O)c2c(nc(NCc3ccco3)n2CC(O)COc2ccccc2)n(C)c1=O (stereo not given)	12	9
72	COc1ccc(CC(=O)n2nc(-c3cccnc3)nc2N)cc1	10	7
73	CN(C)CC(C)(C)CNC(=O)C1CCN(Cc2ccccc2O)CC1	11	2
74	C=CC[N+](C)(C)CCCNC(=O)/C=N/O	6	1
75	CC(C)CN1C(=O)c2ccc(C(=O)Nc3ccccn3)cc2C1=O	7	0
76	O=C(NC(=Nc1ccccc1)N1CCOCC1)Nc1ccccc1	2	5
77	CC(=O)/C(C(=N)N1CCN(Cc2ccccc2)CC1)=C(\C)O	7	2
78	Cc1ccc2nc(NCc3ccccc3)[nH]c2c1	6	1
79	COc1ccc2cnn(CCOc3ccccc3)c(=O)c2c1OC	0	10
80	Cn1c(=O)n(CCC(=O)O)c2ccccc21	6	3
81	Cc1cc2ncn(C(=O)c3c(-c4ccccc4Cl)noc3C)c2cc1C	7	2
82	O=C(NC1CCCCC1)C(c1ccccc1F)N(Cc1ccco1)C(=O)Cn1nnc2ccccc21 (stereo not given)	-25	2
83	COc1ccccc1N1CCN(C(=O)C2CCN(S(=O)(=O)c3ccc(Cl)cc3)CC2)CC1	2	-7
84	CCOC(=O)C1=C(CSc2nc3c(cc2C#N)CN(C)CC3)OC(N)=C(C#N)C1c1ccccc1 (stereo not given)	-2	0
85	CC(=O)Nc1ccc(OC(=O)CC2SC(=O)NC2=O)cc1 (stereo not given)	-9	-7
86	O=C(Nc1nccs1)NC(C(F)(F)F)C(F)(F)F	-25	-3
87	CC(C)COc1ccc(C(=O)CCN2CCCCC2)cc1	17	7
88	COc1ccc(NC(=O)CSc2nnc(COc3ccccc3)n2Cc2ccco2)cc1OC	10	5
89	Cc1c(NC2=C(Cl)C(=O)N(c3ccccc3)C2=O)c(=O)n(-c2ccccc2)n1C	0	7
90	CC(C)(C)C(=O)Nc1ccccc1N1CCN(C(=O)c2ccc(Cl)cc2)CC1	6	1

# Profiles, looked up by structure. Order of values: TNAP Pi inh | TNAP pNPP inh
# Cc1c(NC2=C(Cl)C(=O)N(c3ccccc3)C2=O)c(=O)n(-c2ccccc2)n1C reads 0 | 7
# COc1cc(C(C(=O)NC(C)(C)C)N(Cc2ccccc2)C(=O)c2cnccn2)cc(OC)c1OC (stereo not given) reads 10 | 5
# CN(Cc1nc(-c2ccccn2)no1)S(=O)(=O)c1ccc(Cl)cc1 reads 7 | 0
# Cc1cc(=O)[nH]c(SCC(=O)Nc2cccc(C(F)(F)F)c2)n1 reads 2 | -1

# The listing continues:
item	Compound	TNAP Pi inh	TNAP pNPP inh
91	Cc1ccc(CNC(=O)Nc2ccccc2)cc1	20	4
92	CCn1c(-c2ccccc2O)n[nH]c1=S	3	0
93	CCOC(=O)c1ccc(NC(=O)CSc2nc(SC)ns2)cc1	13	5
94	COC(=O)c1cc(NC(=O)CSc2nnc(CN3CCOCC3)n2C)ccc1Cl	8	2
95	COc1ccc(-c2nnc(SC3CCOC3=O)n2C2CCCCC2)cc1OC (stereo not given)	11	3
96	COc1ccc(NC(=O)C2CCCN2C(=O)NCc2ccccc2)c(OC)c1 (stereo not given)	9	0
97	CN=C1c2c(-c3ccccc3)c3cc(OC)ccc3n2CCN1C	13	5
98	COCCNC(=O)CN(C(=O)CCC(=O)Nc1cc(C)on1)c1cccc(C)c1C	1	9
99	Cc1cc(C)n(-c2nnc(C)c(=O)[nH]2)n1	4	-1
100	Cc1ccc(S(=O)(=O)N(C)c2ccc(NS(C)(=O)=O)cc2)cc1	11	4
101	O=C(COc1ccc(Cl)cc1)Nc1ccccc1C(=O)NCc1ccco1	6	2
102	C=CCn1c(SCC(=O)Nc2nc(C)cs2)nnc1C(CO)NC(=O)c1ccccc1 (stereo not given)	12	4
103	CC1CCCCN1CC(=O)Nc1sc2c(c1C#N)CCC2 (stereo not given)	-3	-5
104	CCOC(=O)c1cc(NC(=O)C2CCCO2)cc(C(=O)OCC)c1 (stereo not given)	-4	6
105	CC(O)c1n(C)c(Cl)c[n+]1C (stereo not given)	7	1
106	CCCCc1c(O)nc(SCCN(C)C)n(-c2ccccc2)c1=O	1	0
107	CCCNC(=O)NC(=O)CN1C(=O)NC(C)(c2ccc(C)cc2)C1=O (stereo not given)	15	2
108	COc1ccc(-n2c(C)nc3c(cnn3-c3ccccc3)c2=O)cc1	-8	-16
109	Cn1c(SCC(=O)c2ccccc2F)nnc1C1CC1	16	5
110	O=C(NCc1cccs1)c1cccc(S(=O)(=O)N2CCCCC2)c1	0	0
111	CCN(CC)CCCN1C(=O)C(=O)/C(=C(/O)c2ccc(Cl)cc2)C1c1ccccn1 (stereo not given)	8	4
112	CCOC(=O)C1CCN(C(=O)c2ccc(SC)cc2OC)CC1	10	13
113	CC(C)(C)N(Cc1ccccc1)C(=O)c1ccc2c(c1)OCCO2	9	5
114	COc1ccc(CCNC(=O)Cn2nnc(-c3cccs3)n2)cc1OC	7	0
115	CC(CN1CCOCC1)OC(=O)c1ccc(Br)cc1 (stereo not given)	1	5
116	CSCC[C@H](NC(=O)NCc1ccc(F)cc1)C(=O)O	0	1
117	Cc1ccc(S(=O)(=O)N2CCN(c3nc(C(C)C)c4c(c3C#N)CC(C)(C)OC4)CC2)cc1	7	3
118	Cc1nnc(C)c2c(C)n(C(C)c3ccccc3)c(C)c12 (stereo not given)	12	6
119	Cn1c(CC(=O)Nc2ccccc2)nnc1SCCOc1ccccc1	12	3
120	COc1cc(C#CC#CCN2CCCCC2)ccc1O	-1	7

# Fetched by structure from the entries so far:
item	Compound	TNAP Pi inh	TNAP pNPP inh
108	COc1ccc(-n2c(C)nc3c(cnn3-c3ccccc3)c2=O)cc1	-8	-16
103	CC1CCCCN1CC(=O)Nc1sc2c(c1C#N)CCC2 (stereo not given)	-3	-5
100	Cc1ccc(S(=O)(=O)N(C)c2ccc(NS(C)(=O)=O)cc2)cc1	11	4
112	CCOC(=O)C1CCN(C(=O)c2ccc(SC)cc2OC)CC1	10	13
91	Cc1ccc(CNC(=O)Nc2ccccc2)cc1	20	4
117	Cc1ccc(S(=O)(=O)N2CCN(c3nc(C(C)C)c4c(c3C#N)CC(C)(C)OC4)CC2)cc1	7	3

# Values in list order from above.
# TNAP Pi inh, nos. 114 to 118 → 7, 1, 0, 7, 12
# TNAP pNPP inh, nos. 114 to 118 → 0, 5, 1, 3, 6

# Additional records follow:
item	Compound	TNAP Pi inh	TNAP pNPP inh
121	COc1ccccc1NC(=O)N(Cc1ccco1)Cc1cc2ccc(C)c(C)c2[nH]c1=O	-15	5
122	Cc1cccnc1N(C(=O)Nc1ccccc1)C1=NCC(C)(C)S1	6	-1
123	Cc1cc(C)nc(SCc2nnc(SCC(=O)N3CCOCC3)o2)n1	5	1
124	Cn1cc(Br)cc2nc(C(F)(F)F)nc1-2	0	0

# Reformatted screen by screen: part of the list above
122. Cc1cccnc1N(C(=O)Nc1ccccc1)C1=NCC(C)(C)S1
123. Cc1cc(C)nc(SCc2nnc(SCC(=O)N3CCOCC3)o2)n1
124. Cn1cc(Br)cc2nc(C(F)(F)F)nc1-2
Compound | 122 | 123 | 124
TNAP Pi inh | 6 | 5 | 0
TNAP pNPP inh | -1 | 1 | 0
